Assay outcomes: PubChem, National Center for Advancing Translational Sciences (NCATS)
GALK inhibitor = blocks human galactokinase activity; hit rate 0.007% among 270,000; Purified GALK, Kinase-Glo residual ATP luminescence; P51570; Potency, µM (top dose mostly 57.5 µM), for the others: top-dose activity change, negative = inhibition, actives largely listed as inhibitors; also: potency is read from the fitted curve at half-maximal effect; % is scaled to controls: 0 for no effect and ±100 for the full control effect
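GALK at 5 nM final was combined with compound, 35 uM ATP and 100 uM galactose in HEPES pH8.0 with MgCl2 and DTT. The reaction ran one hour at room temperature before luminescent ATP detection.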
B2AR arrestin = beta2AR (human) beta-arrestin recruitment activity; beta-arrestin recruitment to beta2AR, cell-based reporter; Potency, µM (titrated, usually from 46.1 µM), inactives show at the top dose activation, actives largely listed as activators; P07550; hit rate 0.02% among 330,000; AID 492947;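 also: potency is read from the fitted curve at half-maximal effect; 0% = DMSO controls and full agonism = EC100 isoproterenol or metaproterenol; nearly all actives have a fitted effect of over 65% in size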
TSG101-PTAP inh = blocks PTAP/TSG101 interaction to inhibit HIV-1 budding; AID 493005; Q99816; 340,000 tested, under 10 active; Fluorescence polarization, FITC-PTAP peptide / Tsg101 binding; Potency, µM (titrated, usually from 115 µM), inactives show at the highest dose activity change, negative = inhibition, usual class: inhibitors; active = well fitted inhibition curve with a large enough effect in the main read-out, with a control signal flat, not every such curve was filed as active; inconclusive = small, poorly fitted or top-dose-only effect, or effect the other way, or a change in a side signal; inactive = no such curve, though single readings can be large or run the other way; also: potency is read from the fitted curve at half-maximal effect; % of control where 0% means no effect
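Compounds were pin-transferred onto Tsg101 binding domain (10 uM final) in HEPES pH 7.5 buffer, then FITC-PTAP peptide was added at 50 nM final. After 20 min at RT, polarization reported peptide displacement across a qHTS concentration series.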
Giardia killer = Giardia lamblia killing. AID 540267. Giardia lamblia trophozoite viability. hit rate 0.15% among 340,000. activity change, % at 7.66 µM, hits read low; in the data active = activity change below about -80%; inconclusive = between about -30% and that limit;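 also: parasites exposed to compound for two days anaerobically before the ATP read; % is scaled to controls: 0 for no effect and ±100 for the full control effect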
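Viability, read as ATP luminescence: trophozoites at 100 cells/well, compound added, 48 hrs anaerobic at 37 deg C, then 15-30 min room-temperature development before reading.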
Tb PFK inh = T. brucei PFK enzyme inhibition; T. brucei PFK, ADP-Glo luminescence; O15648; hit rate 0.17% among 330,000; AID 485367; Potency, µM (series often up to 57.5 µM), for inactives: at the top dose activity, negative = inhibition, hits mostly inhibitors;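 also: potency is read from the fitted curve at half-maximal effect; 0% = uninhibited 1x PFK enzyme wells and -100% = no-enzyme wells; nearly all actives have a fitted effect of over 60% in size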
Target sequence (O15648 whole entry, looked up): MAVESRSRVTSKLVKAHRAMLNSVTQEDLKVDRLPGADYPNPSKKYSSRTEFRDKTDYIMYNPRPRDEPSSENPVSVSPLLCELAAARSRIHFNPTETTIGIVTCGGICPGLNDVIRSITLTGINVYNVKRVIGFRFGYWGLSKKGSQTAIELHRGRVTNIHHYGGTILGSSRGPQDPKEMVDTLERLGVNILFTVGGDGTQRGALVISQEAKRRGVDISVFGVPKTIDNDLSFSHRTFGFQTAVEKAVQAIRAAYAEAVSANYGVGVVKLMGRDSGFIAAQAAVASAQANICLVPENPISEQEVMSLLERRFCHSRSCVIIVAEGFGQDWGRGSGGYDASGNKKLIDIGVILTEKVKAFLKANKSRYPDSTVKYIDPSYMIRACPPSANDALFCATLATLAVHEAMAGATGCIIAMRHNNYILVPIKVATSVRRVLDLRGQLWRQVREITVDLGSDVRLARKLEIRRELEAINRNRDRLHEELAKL
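1.25 nM PFK with 0.5 mM F6P and 0.1 mM ATP in 0.1 M TEA pH 8.0, 5 mM MgCl2, incubated 45 min at room temperature; ADP measured by ADP-Glo luminescence; compounds titrated up to 57 uM.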
S-ASM inh = inhibitors of human secretory acid sphingomyelinase | placental ASM, HMU-PC fluorogenic substrate, 60 min | Potency, µM (series often up to 57.5 µM), without a hit: at the top dose activity change, negative = inhibition, hits mostly inhibitors | hit rate 0.006% among 340,000 | AID 504937; also: potency is read from the fitted curve at half-maximal effect
Target sequence (P17405 47-631 limits assumed): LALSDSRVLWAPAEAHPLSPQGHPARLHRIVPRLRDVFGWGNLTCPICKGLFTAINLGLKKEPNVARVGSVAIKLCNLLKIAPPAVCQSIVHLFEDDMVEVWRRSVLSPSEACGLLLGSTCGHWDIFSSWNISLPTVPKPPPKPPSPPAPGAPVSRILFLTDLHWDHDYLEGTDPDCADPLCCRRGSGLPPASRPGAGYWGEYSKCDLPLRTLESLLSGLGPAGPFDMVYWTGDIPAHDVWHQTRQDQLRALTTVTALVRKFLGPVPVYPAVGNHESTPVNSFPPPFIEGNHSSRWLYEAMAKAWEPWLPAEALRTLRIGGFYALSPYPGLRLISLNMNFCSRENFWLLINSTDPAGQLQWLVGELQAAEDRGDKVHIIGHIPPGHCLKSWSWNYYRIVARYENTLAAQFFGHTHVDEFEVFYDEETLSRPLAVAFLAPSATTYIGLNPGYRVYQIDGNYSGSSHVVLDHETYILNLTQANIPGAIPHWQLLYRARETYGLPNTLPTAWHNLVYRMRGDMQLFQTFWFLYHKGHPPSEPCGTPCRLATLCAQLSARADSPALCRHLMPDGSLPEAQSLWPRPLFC
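Steps: dispense placental human ASM, pin compound, wait 10 min at room temperature, add HMU-PC0 substrate at 9 uM final, incubate 60 min at 37 °C, add stop solution raising pH to 10, read fluorescence.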
BCR signal inh = blocks chronic active B-cell receptor signaling; AID 493014; hit rate 0.05% among 340,000; ABC-DLBCL IkBa-CBG/CBR reporter, luminescence ratio, 4 h; Potency, µM (doses to about 46.1 µM), for inactives: at the top dose ratio change, negative = lower green/red ratio, actives largely listed as inhibitors; active = well fitted inhibition curve with a large enough effect in the signal ratio, with a control signal flat, not every such curve was filed as active; inconclusive = small, poorly fitted or top-dose-only effect, or effect the other way, or a change in a side signal; the % refers to the signal ratio;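 also: potency is read from the fitted curve at half-maximal effect; plate controls were basal doxycycline-induced cells for no effect and cells given 10 µM MG132 for full effect; MG132 reads +100%, hits lower the ratio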
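Concentration-response series (up to 46 uM) were applied to TMD8 dual-reporter cells for 4 h at 37C with doxycycline. Green/red ratio, after filter-overlap correction, defined %Activity; red signal alone was normalised to basal cells and zero luminescence.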
PKM2 act = PKM2 (human) enzyme activation | P14618 | purified PKM2, Kinase-Glo ATP luminescence, activation; response scale: 0% is enzyme alone, no compound | Potency, µM (top dose mostly 57.5 µM), for the others: top-dose activation, usual class: activators | hit rate 0.34% among 260,000 | AID 1631; also: potency is read from the fitted curve at half-maximal effect; % is scaled to controls: 0 for no effect and ±100 for the full control effect; nearly all actives have a fitted effect of over 55% in size
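Purified hPK-M2 (>95% pure) converted ADP (0.1 mM final) to ATP with 0.5 mM PEP in 50 mM imidazole pH7.2, KCl, MgCl2, Tween 20, BSA; 1 h at room temperature. ATP detected by Kinase-Glo luminescence.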
Menin MLL FP TR = inhibitors of human menin-MLL interaction, mutant MLL peptide; AID 1768; hit rate 0.23% among 270,000; Menin + Texas Red MLL mutant peptide, fluorescence polarization; O00255; Potency, µM (top dose mostly 61.6 µM), inactives show top-dose FP activity change, negative = inhibition, most hits filed as inhibitors; active = well fitted inhibition curve with a large enough effect in the polarisation, with a control signal flat, not every such curve was filed as active; inconclusive = small, poorly fitted or top-dose-only effect, or effect the other way, or a change in a side signal; inactive = no such curve, though single readings can be large or run the other way; the % refers to the polarisation; also: potency is read from the fitted curve at half-maximal effect; % of control where 0% means no effect; many of its hits are not listed in these tables
Integrin act MD = activators of alpha7 integrin expression for muscular dystrophy; alpha7betagal myoblasts, beta-gal FDG fluorescence, 48 h; Potency, µM (highest dose often 38.3 µM), inactives show top-dose activation, actives largely listed as activators; hit rate 0.064% among 350,000;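 also: potency is read from the fitted curve at half-maximal effect; 100% = response of the positive control SU9516; nearly all actives have a fitted effect of over 60% in size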
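Alpha7betagal+/- myoblasts (passage 13) were plated 16-24 hr, then exposed to compounds (1:260 dilution of DMSO stock) for 48 hours at 37C. After MPER lysis, β-galactosidase reporter activity was read as FDG fluorescence (ex 480/em 540) after 30 minutes.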
FBPA coupling cs = coupling enzyme interference in Giardia aldolase counter-screen. coupling enzyme system counterscreen, AmpLite Red fluorescence. activity change, negative = inhibition, % at 58.2 µM, hits read low. hit rate 0.67% among 290,000; in the data active = activity change below about -30%; also: % is scaled to controls: 0 for no effect and ±100 for the full control effect
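Compounds tested against the coupling enzymes alone at 57.5 uM final; readout was AmpLite Red fluorescence (525/598 nm) after 20 min at RT.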
* marks the source's active call; other numbers are inactive results; i = inactive; ? = inconclusive; nt = not tested or not shown; & = joins results of further samples; [ ] = dose if it differs, or a comment. Unless noted, calls follow the shape of the dose curve; as a rule, active = well fitted curve in the direction sought with a large enough effect; inconclusive = small, poorly fitted or top-dose-only effect, or another doubt; inactive = no such curve, though single readings can be large; an effect the other way counts as inactive or inconclusive.

Preview:
entry	canonical_smiles	GALK inhibitor	B2AR arrestin	TSG101-PTAP inh	Giardia killer	Tb PFK inh	S-ASM inh	BCR signal inh	PKM2 act	Menin MLL FP TR	Integrin act MD	FBPA coupling cs
1	CCOC(=O)c1c(S(=O)(=O)NCC(=O)NCc2ccccc2)c(C)n(C)c1C	7%	0.4%	-5%	7	-8%	-1%	-4%&-5%	nt	nt	13%	nt
2	O=C(O)C1CC(=O)N(Cc2cccs2)C1 (centres undefined)	4%	-0.4%	0%	18	0%	3%	-1%	-14%	1%	-5%[7.66 µM]	0
3	O=C(NCc1ccccn1)c1ccc2nc(-c3ccco3)c(-c3ccco3)nc2c1	-2%	-0.3%	nt	nt	2.1µM*	nt	?	?	?	nt	-39*

The listing, from the first entry:
entry	canonical_smiles	GALK inhibitor	B2AR arrestin	TSG101-PTAP inh	Giardia killer	Tb PFK inh	S-ASM inh	BCR signal inh	PKM2 act	Menin MLL FP TR	Integrin act MD	FBPA coupling cs
1	CCOC(=O)c1c(S(=O)(=O)NCC(=O)NCc2ccccc2)c(C)n(C)c1C	7%	0.4%	-5%	7	-8%	-1%	-4%&-5%	nt	nt	13%	nt
2	O=C(O)C1CC(=O)N(Cc2cccs2)C1 (centres undefined)	4%	-0.4%	0%	18	0%	3%	-1%	-14%	1%	-5%[7.66 µM]	0
3	O=C(NCc1ccccn1)c1ccc2nc(-c3ccco3)c(-c3ccco3)nc2c1	-2%	-0.3%	nt	nt	2.1µM*	nt	?	?	?	nt	-39*
4	Cc1cccc(CSc2nnc3c(n2)[nH]c2ccccc23)c1	0%	-0.3%	1%	-26	0%	-4%	5%	-1%	nt	1%	-1
5	CC1(C)CC(NC(=O)C23CCC(C)(/C(=N/O)C2)C3(C)C)CC(C)(C)N1 (centres undefined)	1%	-0.4%	-2%	-8	-4%	9%	-1%	0%	1%	-1%	-2
6	CCCCCN(C(=O)CCC(=O)OCC(=O)c1ccc(C(C)(C)C)cc1)c1c(N)n(CCCC)c(=O)[nH]c1=O	nt	-0.2%	-2%	-6	16%	-3%	0%	nt	nt	9%	nt
7	O=C(c1ccc2nc(N3CCOCC3)sc2c1)N1CCN(C(=O)c2ccco2)CC1	1%	-0.5%	-5%	3	-4%	3%	-12%	4%	-1%	-16%	0
8	Cc1cccc(Cn2nc(C)cc2NC(=O)Cn2cc([N+](=O)[O-])cn2)c1	2%	0.0%	0%	-1	-3%	-6%	2%	-10%	2%	-29%	2

(listing goes on)
entry	canonical_smiles	GALK inhibitor	B2AR arrestin	TSG101-PTAP inh	Giardia killer	Tb PFK inh	S-ASM inh	BCR signal inh	PKM2 act	Menin MLL FP TR	Integrin act MD	FBPA coupling cs
9	CCc1cc2c(CN3CCN(CC)CC3)cc(=O)oc2cc1O	1%	0.1%	-7%	9	-6%	i	13%	1%	8%	-20%	3
10	CC1(C)CC(C#N)(N2CCOCC2)CCO1 (centres undefined)	2%	nt	-3%	3	nt	3%	nt	3%	-17%	-14%[7.66 µM]	0
11	OCCNCc1cccc(OCc2ccccc2Cl)c1	-2%	-0.1%	-2%	3	2%	-4%	-7%	-2%	-21%	-30%[inhibitor]	1
12	O=c1oc2ccc(Cl)cc2nc1/C=C(\O)c1ccco1	1%	-0.8%	?	1	-1%	-2%	?	5%	nt	-27%	0
13	CCOCC(=O)Nc1nnc(COC)s1	2%	0.1%	1%	-4	-4%	-1%	-12%	0%	2%	5%	-2
14	O=C(COC(=O)CSc1ccc2ccccc2c1)NC1CCCC1	1%	-0.5%	-1%	8	-1%	-1%	16%	-4%	-7%	-8%	1
15	COc1ccc(S(=O)(=O)NNC(=O)C(=O)NNc2ccccn2)cc1	-1%	0.1%	2%	10	3%	1%	-5%	11%	nt	-31%	10
16	CCN(CC)CCCN1C=C2C(=O)C(C)(OC(=O)C3CCCC3)C(=O)C=C2C=C1c1ccsc1 (centres undefined)	-1%	-0.4%	1%	-13	3%	4%	6%	-5%[11.5 µM]	-6%[11.7 µM]	3%	-14&-12

Following part.
No.	molecule	GALK inhibitor	B2AR arrestin	TSG101-PTAP inh	Giardia killer	Tb PFK inh	S-ASM inh	BCR signal inh	PKM2 act	Menin MLL FP TR	Integrin act MD	FBPA coupling cs
17	Cc1ccc(OCCn2c(CCCO)nc3ccccc32)cc1	4%	nt	-8%	11	nt	3%	nt	?	-9%	-25%	-9
18	COc1ccc(NC(=O)CN(c2ccc(OC)cc2)S(=O)(=O)c2c(C)nn(C)c2C)cc1	1%	-0.9%	-8%	8	-1%	2%	1%	nt	nt	?	nt
19	Cn1cncc1C#Cc1c(C=O)[nH]c2ccccc12	nt	-1.1%	0%	-19	-1%	111%	?	nt	nt	1%	nt
20	CC(C)Cc1nnc(NC(=O)CCC(=O)N2CC(C)CC(C)C2)s1 (centres undefined)	6%	-0.5%	1%	-10	-2%	-2%	-13%	0%	-24%	0%	-1
21	CCN(CC)S(=O)(=O)c1ccc(C)c(NC(=O)CNCc2ccccc2OC)c1	3%	-0.4%	-2%	-25	0%	-1%	1%	nt	-30%	15%	0
22	O=C(NC1CCN(C(=O)NCc2ccccc2)CC1)c1ccccc1	-2%	-0.3%	1%	-3	-1%	-2%[11.5 µM]	-2%	nt	-4%	-19%	6
23	Cc1ccsc1C(=O)OCC(=O)c1cc2ccccc2o1	-1%	0.5%	-1%	-1	-2%	-4%	-14%	4%	?	0%	0
24	O=C(N/N=C/c1cccnc1)C1CCCN(S(=O)(=O)c2ccccc2)C1 (centres undefined)	-2%	0.1%	-4%	-2	-1%	-1%	-10%	-2%	3%	5%	-1
25	NC(=O)c1oc2ccccc2c1NC(=O)c1nc2ccccc2s1	-1%	-0.5%	1%	-1	-16%	4%	?	1%	?	11%	2
26	FC(F)(F)c1ccc2nnc(-c3c(Cl)cccc3Cl)n2c1	nt	-0.1%	-3%	21	-8%	3%	-3%	-6%	8%	22%	1
27	COc1ccc(NC(=O)CN(C)S(=O)(=O)c2cccc3cccnc23)cc1	1%	-1.2%	-1%	-16	2%	-1%	?	-4%	-2%	-5%	0
28	COc1cc(-c2nc(CN3CCN(CC(C)C)C(=O)[C@@H]3C)c(C)o2)ccc1F	4%	0.2%	0%	-1	0%	1%	1%	-1%	?	11%	-1
29	Cc1ccc(NC(=O)c2ccc([N+](=O)[O-])o2)cc1S(=O)(=O)N1CCOCC1	-1%	-0.1%	-2%	-91*	10%	0%	?	-24%	10%	-51%[inhibitor]	-3
30	O=C(Nc1ccccc1)O/N=C1\CCCCC1c1ccc([N+](=O)[O-])cc1[N+](=O)[O-] (centres undefined)	-2%	-1.1%	-4%	-9	-5%	-6%	-1%	-3%	nt	-14%	0
31	CCOC(=O)N1CCN(C(=O)CN(C)S(=O)(=O)c2ccc3c(c2)c(=O)n(C)c(=O)n3C)CC1	0%	0.2%	-3%	1	0%	-2%	-2%	-1%	-11%	0%	0
32	CCc1ccc2c(c1)/C(=C/C(=O)c1cccs1)C(=O)N2	-2%	-2.9%	-2%	3	-12%	-24%	?	23%	19%	-46%[inhibitor][7.66 µM]	-7
33	Cc1ccc(S(=O)(=O)N(C)CC(=O)OCC(=O)N2CCCC2=O)cc1	12%	0.0%	-1%	8	-1%	0%	11%	-8%	0%	8%	2
34	O=[N+]([O-])c1ccc(Nc2ccc(N3CCOCC3)cc2)c([N+](=O)[O-])c1	-1%	-0.3%	-1%	4	-10%	-15%	?	-3%	?	24%	-2
35	C=CCC(C#Cc1ccccc1)N(C)C (centres undefined)	0%	-0.1%	-3%	9	0%	1%	-6%	-3%	-1%	-10%	-2
36	COc1ccc(CCNC(=O)C(=O)NCCOc2ccccc2)cc1OC	1%	0.1%	1%	-4	0%	-1%	-2%	-4%	15%	-2%	1
37	COc1ccc(NC(=O)Nc2ccc3c(c2)C(=O)N([C@H](C)CO)C[C@H](C)[C@@H](CN(C)S(C)(=O)=O)O3)cc1	nt	0.1%	1%	-17	3%	2%	-1%	nt	nt	-3%	nt

This is a subset. The share of hits here may be higher or lower than overall.
